Assay outcomes (PubChem)
Dynein cargo inh = dynein cargo transport inhibition; 3617.4 mouse cells, GR-EGFP nuclear translocation imaging; test concentration mostly 20 µM; stimulated with dexamethasone, 1 µM; hits give low values; z-score, hits read low; 220,000 compounds, 0.47% hits;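 active = plate z-score of nuclear minus cytoplasmic receptor signal below a set negative limit, without overly bright fluorescence or cell loss, cut at about -3.5 in these data, passing the limit was not always enough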;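 note: z-score of nuclear minus cytoplasmic ring GR-EGFP intensity difference per well; some compounds called inactive have numbers as strong as hits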
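Medium: Induction medium lacking tetracycline, stripped serum | Probe or stimulus: 1.0 µM final dexamethasone stimulus | Schedule: 48 h induction, then 1 h compound, then 30 min agonist, 37 °C | Signal: Automated 10x imaging of fixed Hoechst-stained cells | Evaluation: Per-cell GR-EGFP intensity, nucleus versus surrounding cytoplasmic ring, well-averaged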
Hep lipid drop = modulators of hepatic lipid droplet formation; AML12 mouse hepatocytes, oleate lipid droplets, BODIPY imaging; inhibition, % at 6.5 µM; 240,000 compounds, 0.4% hits; AID 1656;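 active = lipid droplet intensity inhibited by at least 50%, with more than 500 cells counted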
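Material: mouse AML12 hepatocyte cell line, fixed after treatment; Timing: compound with oleate, overnight; Technique: high-content imaging of BODIPY-stained droplets and DAPI nuclei; Probe or stimulus: oleate, 100 µM final; Dosing: compound at 6.5 µM only.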
MT stabilize HCS = microtubule stabilizers in HeLa cells. HeLa tubulin immunostaining HCS, 24 h; share of cells brighter than vehicle mean+2SD. % tubulin-high responders, % at 10 µM. 200,000 compounds, 0.83% hits. AID 2205;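 active = plate Z-score above 3 for both tubulin-high and condensed-nucleus cell shares, with cell loss under 80%, at 10 µM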;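 note: anti alpha tubulin signal scored within the nucleus-defined area of each cell; some results filed as inactive read as strong as hits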
Autophagy HCS = autophagy modulation, high-content screen; MEF GFP-LC3 puncta imaging; test concentration mostly 10 µM; calls only at 10 µM (by protocol); 190,000 compounds, 0.98% hits;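 active = percentage of spot-positive cells more than 3 SD above its plate mean, without a fluorescence outlier flag or 80% toxicity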;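 note: spot-positive cell cutoff set from DMSO-treated cells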
Insulin prom up = MIN6 insulin promoter up-regulation; z-score at 5 µM; 190,000 compounds, 0.3% hits; MIN6 insulin promoter-GFP reporter, high-content imaging; hits give high values;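 active = z-score above 3 at 5 µM with at least 500 cells counted in the well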
WT yeast gro inh = growth inhibition of WT yeast, mitochondrial fusion screen | mitochondrial fusion phenotypic screen, WT strain | inhibition, % at 10 µM | 190,000 compounds, 2.1% hits | AID 1362; in the data active = inhibition above about 58%; tested in S. cerevisiae
XIAP displacement = small molecules displacing peptide from XIAP – biochemical, IAP family, fluorescence polarization (AID 1018); XIAP BIR domain, fluorescence polarization peptide displacement; higher % means a stronger effect; one-dose displacement, % at 20 µM; IC50 in µM for titrated hits; 200,000 compounds, 0.007% hits; in the data active = displacement above about 50%; note: a part of the inactive calls stands beside numbers as strong as those of hits
bCat nuc transl = modulators of beta-catenin nuclear translocation | HeLa beta-catenin nuclear translocation, immunofluorescence imaging | nuclear translocation activity, % at 5 µM | 190,000 compounds, 0.3% hits | AID 1665;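 active = nuclear translocation activity above 50% at 5 µM, with a well cell count of 50 or more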;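 note: per-cell ratio of nuclear to cytoplasmic median beta-catenin stain intensity; plate controls were DMSO negative control for no effect and GSK-3 inhibitor IX positive control for full effect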
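assay system = human HeLa cells, endogenous beta-catenin | times = compound treatment 24 h, 37°C, 5% CO2 | detection = Anti-beta-catenin immunofluorescence on PFA-fixed, Triton-permeabilized cells, DAPI nuclei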
ER stress rescue = rescue of cells from ER stress-induced death, primary screen, 384-well, CSM14.1, thapsigargin, ATP luminescence (AID 1222). CSM14.1 thapsigargin-induced death rescue, ATP luminescence; higher % means a stronger effect. 190,000 tested, under 10 active. one-dose cellular ATP content (survival), % at 20 µM; EC50 in µM for titrated hits;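 active = EC50 below 50 µM in the dose-response confirmation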;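 note: death triggered by thapsigargin at about 15 µM added after 2 h compound pretreatment; cell ATP read after overnight thapsigargin exposure of roughly 18 to 22 hours; normalized against plate controls of thapsigargin alone and 5% DMSO vehicle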
WT yeast gro inh mutant strain = also measured in WT yeast gro inh; calls as there; inhibition, %; mitochondrial fusion phenotypic screen, mutant strain inhibition
Dynein cargo inh cytoplasmic EGFP = also measured in Dynein cargo inh; calls as there; z-score; measured here: cytoplasmic GR-EGFP intensity; hits give high values
Dynein cargo inh nuclear GR-EGFP = recorded beside Dynein cargo inh, whose call it bears; z-score; measured here: nuclear GR-EGFP intensity;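 lower value marks the stronger effect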
Dynein cargo inh cell count = further read-out of Dynein cargo inh, marked with its call; z-score; measured here: cell count per field
Insulin prom up cell count = further read-out of Insulin prom up, marked with its call; cell count; measured here: cytotoxicity, nuclei count;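 total cells summed across four imaged fields per well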
Hep lipid drop cells 6.5 µM = further read-out of Hep lipid drop, marked with its call; cell count; measured here: cell count, cytotoxicity flag;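 cells counted across two imaged fields per well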
bCat nuc transl cell count 5 µM = recorded beside bCat nuc transl, whose call it bears; cell count; measured here: cell count, cytotoxicity flag
MT stabilize HCS Hoechst-high % = second read-out of MT stabilize HCS, no call of its own (marks repeat the call); % Hoechst-high responders; measured here: nuclear condensation Hoechst responders;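 share of cells brighter than vehicle mean plus two SD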
MT stabilize HCS cytotoxicity % = second read-out of MT stabilize HCS, no call of its own (marks repeat the call); toxicity, %; measured here: cytotoxicity by cell density;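 0% = mean cell density of plate MIN control wells and 100% = no cells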
Autophagy HCS cell loss 18 h = further read-out of Autophagy HCS, marked with its call; toxicity, %; measured here: cell loss, nuclei count;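 cell loss after 18 h compound exposure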
Active calls of the source: *; i = inactive; / = no result given.

SMILES	Dynein cargo inh	Dynein cargo inh cytoplasmic EGFP	Dynein cargo inh nuclear GR-EGFP	Dynein cargo inh cell count	Hep lipid drop	Hep lipid drop cells 6.5 µM	MT stabilize HCS	MT stabilize HCS Hoechst-high %	MT stabilize HCS cytotoxicity %	Autophagy HCS	Autophagy HCS cell loss 18 h	Insulin prom up	Insulin prom up cell count	WT yeast gro inh	WT yeast gro inh mutant strain	XIAP displacement	bCat nuc transl	bCat nuc transl cell count 5 µM	ER stress rescue
Cc1ccc(C(=O)N/N=C\C=C\c2ccccc2[N+](=O)[O-])cn1	-0.3	-0.19	-0.42	0.12	-6	701	1.4	0.9	4.0	i	9	0.4	1107	14	5	-1.7%	-3.6	1058	-1.7%
O=C(O)CCCCCNc1nc(=S)[nH]c2ccccc12	-0.087	-0.26	-0.79	0.44	8	555	2.4	1.9	2.7	i	4	-0.31	1583	-8	-22	-4.5%	0.3	1061	-2.9%
CCCCOc1ccc(C(=O)NCC2(c3ccc(OC)cc3)CCOCC2)cc1	-0.66	-0.31	-0.48	0.92	0	445	7.8	2.0	7.8	i	9	/	/	8	-1	-11%	-0.8	957	1.5%
COc1ccc(CCN2C(=O)C3C4C=CC(C3C2=O)C2C(=O)N(CCc3ccc(OC)c(OC)c3)C(=O)C42)cc1OC (stereo not drawn)	0.28	0.0031	0.25	-0.26	10	798	1.0	1.3	14	i	1	/	/	-12	19	-6.7%	/	/	1.2%
CCCCNc1c(N)n(CCCC)c(=O)[nH]c1=O	-0.71	-0.34	-0.67	0.38	-25	500	1.4	4.0	11	i	-9	-0.05	1286	-7	9	-3.0%	-1.0	942	-1.1%
COC(=O)Cc1c(C)nc2nc(-c3cccnc3)[nH]n2c1=O	0.98	-0.17	1	0.011	-1	757	1.7	2.5	8.7	i	2	0.09	1079	-3	-25	-0.4%	7.1	1125	1.3%
CCN(C(=O)COC(=O)CNC(=O)c1ccc(F)cc1)C1CCS(=O)(=O)C1 (stereo not drawn)	-0.33	-0.35	-0.18	0.52	7	689	7.0	1.7	11	i	7	0.89	1209	-13	-1	-9.0%	-1.0	1005	1.2%
COc1ccc2[nH]cc(/C=C/C(=O)c3ccccc3)c2c1	-1.1	-0.075	-0.52	0.77	8	704	/	/	/	/	/	-0.12	1395	/	/	/	21	779	/
O=C(COC(=O)Cn1cnc2ccccc2c1=O)NCc1ccccc1Cl	-0.19	-0.33	0.19	1.1	9	678	6.6	1.9	5.1	i	-3	0.19	1387	10	14	-9.3%	-2.4	1083	/
CCOC(=O)CSc1nc(=O)n2cc(C)ccc2n1	-0.14	-0.24	-0.05	-0.41	5	728	1.6	2.4	5.5	i	5	0.45	1344	-7	12	-5.1%	-1.6	1042	0.0%
O=C(NCC1COc2ccccc2O1)c1cn(Cc2ccc(F)cc2)nn1 (stereo not drawn)	-0.9	0.67	-0.021	0.5	/	/	2.1	3.2	17	i	17	-0.08	1607	-1	-9	-1.9%	-4.2	1072	-0.3%
CC(=O)c1coc2ccc(OCCN3CCCCC3)cc12	0.68	0.052	1	-0.41	/	/	3.6	1.6	2.5	i	1	/	/	3	14	-4.8%	/	/	-1.3%

Next part (three carried over from the part before).
SMILES	Dynein cargo inh	Dynein cargo inh cytoplasmic EGFP	Dynein cargo inh nuclear GR-EGFP	Dynein cargo inh cell count	Hep lipid drop	Hep lipid drop cells 6.5 µM	MT stabilize HCS	MT stabilize HCS Hoechst-high %	MT stabilize HCS cytotoxicity %	Autophagy HCS	Autophagy HCS cell loss 18 h	Insulin prom up	Insulin prom up cell count	WT yeast gro inh	WT yeast gro inh mutant strain	XIAP displacement	bCat nuc transl	bCat nuc transl cell count 5 µM	ER stress rescue
CCOC(=O)CSc1nc(=O)n2cc(C)ccc2n1	-0.14	-0.24	-0.05	-0.41	5	728	1.6	2.4	5.5	i	5	0.45	1344	-7	12	-5.1%	-1.6	1042	0.0%
O=C(NCC1COc2ccccc2O1)c1cn(Cc2ccc(F)cc2)nn1 (stereo not drawn)	-0.9	0.67	-0.021	0.5	/	/	2.1	3.2	17	i	17	-0.08	1607	-1	-9	-1.9%	-4.2	1072	-0.3%
CC(=O)c1coc2ccc(OCCN3CCCCC3)cc12	0.68	0.052	1	-0.41	/	/	3.6	1.6	2.5	i	1	/	/	3	14	-4.8%	/	/	-1.3%
Cc1ccc(N(C(=O)c2snc(C(N)=O)c2N)C(C(=O)NCCC(C)C)c2ccco2)cc1 (stereo not drawn)	-0.75	-0.33	-0.31	0.74	7	731	2.0	2.0	8.2	i	-3	-0.75	1225	25	-4	-11%	1.8	1024	-0.4%
CC(C)(C)c1ccc(C(=O)Nc2ccccc2Cl)cc1	-0.32	-0.22	-0.1	0.26	-3	708	2.2	2.0	7.1	i	7	0.22	1084	16	4	-6.2%	-0.6	1113	/
CC1=C(C(=O)OCc2ccccc2)C(c2ccccc2)NC(=O)N1CCCCCC(=O)O (stereo not drawn)	-0.16	-0.29	0.27	0.58	-2	715	3.5	2.4	5.1	i	-3	-5.5	553	-6	-8	-3.3%	-4.4	605	-5.9%
O=S(=O)(Cc1ccc(Cl)cc1)N1CCN(Cc2ccccc2)CC1	-0.99	-0.082	-0.49	0.84	-4	586	4.1	2.1	5.8	i	-9	0.42	1411	-3	-4	1.0%	1.4	969	-1.2%
COc1c(OC(C)=O)ccc(/C=N\NC(=O)c2ccc(Br)cc2)c1[N+](=O)[O-]	0.39	-0.039	0.42	-2	-1	741	3.2	1.5	4.1	i	13	-0.24	1614	7	1	-6.6%	-1.7	982	1.5%
O=C(COc1cccc(F)c1)Nc1ccc2[nH]c(=O)[nH]c2c1	-0.16	-0.21	-0.31	0.28	-1	762	1.8	1.9	3.0	i	-3	/	/	-31	-3	-3.7%	0.0	1551	0.6%
Cc1nn2c(COc3ccc(NC(=O)C(C)C)cc3)nnc2c2ccccc12	2	-0.31	2	-1.9	-15	736	3.5	2.5	16	i	12	/	/	-11	-4	0.5%	0.5	562	0.3%
CC(=O)c1c(C)[nH]c(C(=O)Nc2cc(S(=O)(=O)N(C)C)ccc2C)c1C	-0.093	-0.33	-0.13	0.37	-2	685	2.1	1.7	10	i	5	-0.35	1153	-15	9	-12%	-0.9	1115	-1.8%
O=C(CN1C(=O)c2ccccc2C1=O)Nc1ccccc1F	0.49	-0.18	0.69	0.5	/	/	4.5	2.5	8.5	i	2	0.99	1298	12	14	-0.5%	-2.0	970	0.0%
CCn1ncc([C@@H]2C[C@H]3CN(Cc4ccccc4C)C(=O)[C@]34CCCN24)c1C	-0.82	-0.17	-0.61	-0.55	-9	729	1.5	2.0	3.4	i	5	-0.23	1478	13	4	-3.4%	1.1	947	-0.5%
COC(=O)c1sccc1NC(=O)c1cc(OC)cc(OC)c1	0.73	-0.06	0.43	0.75	-6	727	4.1	1.9	5.6	i	-8	/	/	12	8	-3.5%	0.7	431	-2.8%
CCCSc1cc(N2CCN(C)CC2)nc(-c2ccc(OC)cc2)n1	-0.75	-0.19	-0.11	0.53	-9	714	2.1	1.5	6.8	i	2	0.63	772	95*	92*	-2.7%	1.3	1133	0.0%
Cc1cccc(-c2nnc(-c3ccccc3)o2)c1	-0.27	-0.21	-0.3	0.77	/	/	1.0	0.8	8.1	i	-10	0.42	1059	3	8	-3.6%	-1.4	1191	-1.6%
CCC(C)(C)NC(=O)C(c1ccncc1)N(C(=O)c1sc(C)nc1C)c1ccc(C)cc1 (stereo not drawn)	0.49	0.27	0.73	0.028	0	734	3.4	1.5	7.1	i	13	-0.12	1421	-11	-6	0.8%	1.8	1057	0.2%
C=CCNC(=O)c1ccccc1NC(=O)COc1ccccc1	-0.42	-0.32	-0.22	0.58	2	676	3.0	1.6	8.4	i	-33	-0.01	1468	-7	-2	-13%	-0.4	1373	1.1%
Oc1ccc(/C=N/NC(=S)Nc2cccnc2)cc1	0.55	0.11	1	-2.7	-13	676	/	/	/	/	/	-0.11	932	/	/	/	0.8	1346	/
CC(CN1CCOCC1)OC(=O)c1cccs1 (stereo not drawn)	0.87	-0.062	0.48	-0.68	0	771	3.8	2.1	6.1	i	41	1.2	862	9	-4	-4.5%	-1.5	1080	-0.5%
CCC(=O)Nc1cc(SCCO)cc([N+](=O)[O-])c1	3.4	-0.22	0.26	-1.5	/	/	3.2	1.4	6.2	i	-10	/	/	-11	1	-2.0%	/	/	0.4%
CC(C)CCNC(=O)Cc1ccc(Nc2nc(=S)[nH]c3ccccc23)cc1	1.6	-0.13	0.84	-0.99	7	704	4.3	1.9	1.5	i	7	-1.6	1036	5	-1	-5.7%	0.4	1076	-0.4%
NS(=O)(=O)c1cccnc1Nc1cccc(C(F)(F)F)c1	0.25	-0.065	0.37	-0.99	-11	661	2.8	1.7	6.6	i	1	-0.61	1734	12	-28	-2.2%	1.1	1025	3.3%
CCOC(=O)N/N=C(\C)c1ccc(-n2cnnn2)cc1	0.65	-0.22	0.51	-0.15	22	714	1.9	1.4	3.7	i	10	-0.1	1315	2	5	-2.6%	-1.4	1101	/
Cc1cc(C(=O)OCn2nnc3ccccc3c2=O)c(C)n1-c1ccccc1	-0.53	-0.18	-0.26	0.41	/	/	1.6	1.5	11	i	8	-0.76	1008	-45	-53	-9.7%	1.6	712	0.2%
